mABHD4 FP: inhibits mouse alpha/beta hydrolase domain 4. inhibition, % at 8.92 µM. Q8VD66. 0.54% of 370,000 active. purified mABHD4, FP-Rh probe fluorescence polarization;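 active means inhibition exceeding the mean over every tested compound plus 3 SD, cut at about 30% in these data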;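 further: 0% = plate median of compound wells and 100% = S159A mutant with DMSO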
Target sequence (Q8VD66 whole entry, looked up, the tested form may be a part): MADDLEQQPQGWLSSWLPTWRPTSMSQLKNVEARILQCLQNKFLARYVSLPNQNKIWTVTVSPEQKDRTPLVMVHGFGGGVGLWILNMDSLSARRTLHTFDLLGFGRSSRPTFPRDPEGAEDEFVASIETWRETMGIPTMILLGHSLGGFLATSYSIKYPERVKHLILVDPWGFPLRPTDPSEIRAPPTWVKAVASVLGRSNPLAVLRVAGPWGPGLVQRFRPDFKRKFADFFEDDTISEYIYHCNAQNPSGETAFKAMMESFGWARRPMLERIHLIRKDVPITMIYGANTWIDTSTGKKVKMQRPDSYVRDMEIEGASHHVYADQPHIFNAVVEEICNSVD
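Material: mouse ABHD4 enzyme, wild type; Benchmarks: S159A mutant high control, sample median low control; Buffer or medium: HEPES pH 7.0, NaCl, Pluronic buffer; Signal: fluorescence polarization; Read-out: percent inhibition of probe binding, normalized to plate controls; Timing: pre-incubation 45 min, probe exposure 60 min, at 25 °C; Dosing: 8.92 µM, single dose.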
SMARCA2 act: activators of SMARCA2 function; activation, % at 9.1 µM; AID 652017; MG213 cells, MMTV-luciferase reporter, dexamethasone, overnight; 1% of 370,000 active; in the data active means activation above about 7.8%;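 further: 0% = vehicle wells and 100% = reference activator wells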
rCAG binder: molecules binding r(CAG) RNA repeats; r(CAG) RNA repeat, TO-PRO-1 dye displacement fluorescence; inhibition, % at 3 µM; 1.3% of 370,000 active; AID 651821;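 active means inhibition above the plate cutoff, the mean of all test compounds on that plate plus 3 SD, cut at about 35% in these data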;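 further: 0% = DMSO alone and 100% = 100 µM mitoxantrone as full dye displacement; higher means more dye released from RNA so lower well fluorescence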
GC-B act: GC-B (human) receptor activation | P20594 | HEK293-GC-B cells, CNP EC30, cGMP TR-FRET; 0% at EC30 CNP, 100% saturating CNP | activation, % at 10 µM | 0.11% of 370,000 active | AID 1920062;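 active means activation at 10 µM reaching about 35% in either raw or pattern-adjusted values, limit read from the data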
GC-A act: GC-A (human) enzyme activation; AID 1671463; activation, % at 10 µM; HEK293 GC-A cells, cGMP TR-FRET, EC30 ANP; 0% at EC30 ANP, 100% saturating ANP; 0.14% of 370,000 active; P16066; in the data active means activation above about 40%
NR1D1 modulator: modulators of human Rev-erb alpha DNA binding; 0.79% of 370,000 active; P20393; Rev-erbα–FITC-DNA binding, fluorescence polarization, 90 min; activity, % at 10 µM;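 active means activity above about 14%, limit read from the data; passing the limit was not always enough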;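 further: 0% = DMSO wells with 35 nM protein and 100% = DMSO wells with 750 nM protein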
ARFGAP1 inh: rat ARFGAP1 inhibition; Q62848; Arfgap1-stimulated ARF1 GTP hydrolysis, GDP FP detection; inhibition, % at 16.5 µM; 0.26% of 360,000 active; AID 651572;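 active means inhibition above a per-plate limit, mean inhibition of low control wells plus 3 SD, cut at about 25% in these data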;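 further: 0% = DMSO wells with enzyme and 100% = wells lacking Arfgap1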
Target sequence (Q62848 1-136 limits assumed): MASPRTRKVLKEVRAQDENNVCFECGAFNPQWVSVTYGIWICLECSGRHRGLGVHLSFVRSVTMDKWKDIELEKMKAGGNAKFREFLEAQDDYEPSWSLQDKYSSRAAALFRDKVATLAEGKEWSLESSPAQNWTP
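Material: truncated rat Arfgap1 GAP domain; Incubation: compound-enzyme preincubation 20 min, reaction 120 min, detection 60 min, 25 °C; Read-out: percent inhibition of Arfgap1-stimulated GTP hydrolysis; Technique: FP, GDP Alexa 633 tracer displaced from anti-GDP antibody, 620/688 nm; Controls: No-Arfgap1 wells (100%) versus DMSO full-reaction wells (0%); Replication: single well per compound.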
HTRA1 inhibitor: blocks human HTRA1 serine peptidase; recombinant HTRA1, FP-rhodamine activity-based probe, fluorescence polarization; inhibition, % at 5.96 µM; 0.5% of 340,000 active; AID 504803; in the data active means inhibition above about 36%;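 further: 0% = enzyme with DMSO and 100% = wells lacking enzyme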
PG9 binder: small molecules binding HIV-1 gp120 antibody PG9. TR-FRET gp120-PG9 antibody binding. inhibition, % at 6.7 µM. 0.43% of 360,000 active. AID 624416; in the data active means inhibition above about 8.5%
ASAP1 GAP inh: blocks human ASAP1-stimulated Arf1 GTP hydrolysis; GDP FP detection; inhibition, % at 16.5 µM; 0.19% of 360,000 active; in the data active means inhibition above about 25%;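 further: 0% = vehicle with enzyme and substrate and 100% = no enzyme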
Target sequence (Q9ULH1 325-724 limits assumed): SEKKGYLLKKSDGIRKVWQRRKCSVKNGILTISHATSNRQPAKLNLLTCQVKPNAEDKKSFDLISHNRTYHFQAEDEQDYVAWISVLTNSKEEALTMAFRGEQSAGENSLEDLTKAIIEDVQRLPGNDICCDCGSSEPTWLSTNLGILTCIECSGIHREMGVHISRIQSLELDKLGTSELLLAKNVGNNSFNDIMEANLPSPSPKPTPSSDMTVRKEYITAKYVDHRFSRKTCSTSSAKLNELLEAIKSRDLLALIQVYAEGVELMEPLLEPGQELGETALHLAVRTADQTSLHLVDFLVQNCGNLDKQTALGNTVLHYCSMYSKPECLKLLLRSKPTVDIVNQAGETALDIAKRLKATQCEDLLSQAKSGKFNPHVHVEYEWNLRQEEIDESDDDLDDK
Starred values were filed as active, the others as inactive; x = not tested or not shown.

Assay codes: A = mABHD4 FP; B = SMARCA2 act; C = rCAG binder; D = GC-B act; E = GC-A act; F = NR1D1 modulator; G = ARFGAP1 inh; H = HTRA1 inhibitor; I = PG9 binder; J = ASAP1 GAP inh
> Cc1ccc(C2(C)NC(=O)N(CC(=O)Nc3nc(-c4ccccn4)cs3)C2=O)cc1 (configuration not stated)
  A: -27; B: -1; C: 2; D: 5; E: 6; F: -1; G: -4; H: -2; I: 2.8; J: -7

> CCc1ccc(OCC(=O)NNC(=O)c2c(CC)noc2C)cc1
  A: -1; B: 1; C: -3; D: -4; E: -1; F: 0; G: 5; H: 0; I: -0.8; J: 21

> C[C@@H]1CN([C@@H](C)CO)C(=O)c2cc(NC(=O)c3ccncc3)ccc2O[C@@H](C)CCCCO[C@@H]1CN(C)C(=O)Cc1ccccc1
  A: 0; B: 0; C: 1; D: 4; E: 6; F: -2; G: 10; H: 4; I: -1.5; J: 4

> O=C(NC(Cc1ccccc1)C(=O)O)/C(=C\c1ccc(Cl)cc1)NC(=O)c1ccco1 (configuration not stated)
  A: 3; B: -2; C: 10; D: -2; E: 5; F: -3; G: 6; H: 1; I: -0.1; J: -9

> N#C/C(=C\c1ccc(-c2ccccc2)o1)C(=O)Nn1cnnc1
  A: 47*; B: -1; C: 16; D: 1; E: 2; F: 0; G: -11; H: -3; I: -2.9; J: -1

> CCOc1cc(C(N)=O)cc(Br)c1OC
  A: 4; B: -1; C: -3; D: 2; E: 3; F: -2; G: -14; H: -3; I: 0.2; J: 1

> CCCOc1ccc(C(=O)NCC(c2ccco2)N(C)C)cc1OC (configuration not stated)
  A: -3; B: 0; C: 2; D: 6; E: -4; F: -5; G: -1; H: 4; I: -3.1; J: 5

> OC1(CC#CCN2CCCCC2)c2ccccc2-c2ccccc21
  A: -3; B: -1; C: -6; D: 3; E: -1; F: 0; G: 11; H: 9; I: 2.8; J: -10

> CCOC(=O)C1(Cc2cccc(Cl)c2)CCCN(C(=O)CCC(=O)N(C)C)C1 (configuration not stated)
  A: 3; B: -1; C: -10; D: 1; E: -1; F: -2; G: -9; H: 6; I: -1.4; J: -9

> Cc1nn(C)c(Cl)c1CN1CCN(CC(C)C)C(CCO)C1 (configuration not stated)
  A: -2; B: 0; C: -3; D: -1; E: 1; F: 8; G: -9; H: -4; I: -1.1; J: 2

> Cc1cc(NC(=O)CSc2nnnn2-c2ccc(C(C)C)cc2)no1
  A: 1; B: 0; C: -2; D: 0; E: 0; F: -2; G: 1; H: -20; I: -1.4; J: 5

> Cc1sc2ncn(CC(=O)NCCN3CCOCC3)c(=O)c2c1S(=O)(=O)N1CCC(C)CC1
  A: 4; B: -2; C: -3; D: 1; E: 5; F: 0; G: 3; H: -2; I: -0.1; J: -6

> O=C(Nc1ccc([N+](=O)[O-])cn1)c1cc(-c2cccc(Br)c2)nc2ccccc12
  A: -8; B: -1; C: 3; D: 1; E: -5; F: 8; G: 8; H: -1; I: 0.6; J: -5

> COc1ccc(-c2ocnc2C(=O)N2CCN(C(c3ccccc3)c3ccccc3)CC2)cc1
  A: 4; B: 0; C: -2; D: 1; E: -8; F: 1; G: 4; H: -25; I: -0.3; J: 1

> CSc1nc(-c2ccccc2)nc(NC(=O)C(C)C)c1C(C)=O
  A: -8; B: -2; C: -2; D: -4; E: -1; F: 2; G: 2; H: 5; I: -1.9; J: 12

> Cc1cccc(OCC(=O)OCC(=O)c2c(N)n(C)c(=O)n(C)c2=O)c1
  A: -8; B: -1; C: 3; D: -3; E: -8; F: 1; G: 9; H: -2; I: 1.4; J: -4

> CCC(c1ccccc1)c1nc(-c2cccnc2)no1 (configuration not stated)
  A: -1; B: 0; C: -3; D: -6; E: -3; F: 6; G: 2; H: -1; I: 0.8; J: -1

> COc1ccc2c(c1OC)C(=O)N1c3ccccc3COC21 (configuration not stated)
  A: 3; B: 8.2*; C: 2; D: -1; E: 9; F: -3; G: 2; H: 6; I: 0.0; J: 5

> O=c1[nH]c2ccccc2nc1-c1nnnn1Cc1ccccc1
  A: 6; B: -4; C: 3; D: 1; E: 0; F: 2; G: 0; H: x; I: 1.9; J: 12

> O=C1N=c2ccccc2=C1c1sc(=S)n(Cc2ccccc2Cl)c1O
  A: 3; B: 5; C: 4; D: -1; E: -1; F: 12; G: 3; H: 1; I: -1.7; J: -17

> O=C1CC(N2CCCC2)=NC(=O)N1c1ccc(Br)cc1
  A: 0; B: 2; C: 7; D: -2; E: 0; F: -2; G: x; H: x; I: x; J: x

> COc1ccc(N2CCN(C(=O)CNC(=O)c3ccco3)CC2)cc1
  A: -5; B: -3; C: 0; D: 0; E: -1; F: 6; G: -11; H: 2; I: -5.4; J: -11

> O=c1[nH][nH]c(=O)c2nc(Nc3ccccc3)ncc12
  A: 1; B: -2; C: 3; D: -2; E: -3; F: -6; G: 5; H: 4; I: -0.9; J: 2

> CCOC(=O)c1c(C)n(C)c2cc(Br)c(O)c(O)c12
  A: 30*; B: 6; C: 31; D: -2; E: -5; F: 6; G: 1; H: 9; I: -6.0; J: 3

> CCOC(=O)c1c(CSc2ccccc2)oc2cc(Br)c(O)c(CN(C)C)c12
  A: 11; B: 0; C: -3; D: -3; E: -8; F: 5; G: -11; H: 6; I: -1.8; J: 10

> CCOC(=O)C1=CN(Cc2ccc(OC)cc2)C=C(C(=O)OCC)C1c1cccs1
  A: -15; B: -2; C: -1; D: -6; E: -29; F: 2; G: 0; H: -28; I: -2.5; J: -7

> O=C(OCC(=O)N1CCN(c2ccccc2)CC1)c1ccc(Cl)cc1[N+](=O)[O-]
  A: 2; B: -3; C: -3; D: -1; E: 0; F: 1; G: 8; H: 6; I: -2.6; J: -8

> COC(=O)c1c(C(=O)OC)c(-c2ccc(Cl)c(Cl)c2)n2c1CCC2
  A: x; B: x; C: x; D: 17; E: 17; F: 0; G: x; H: -14; I: x; J: x

> COc1ccc(CCNC(=O)CSCc2ccc(C)cc2)cc1OC
  A: 1; B: -2; C: -10; D: -6; E: 1; F: 9; G: 5; H: -4; I: 1.2; J: -6

> O=S(=O)(NCCS(=O)(=O)N1CCN(c2ccccc2)CC1)c1ccc(F)cc1
  A: 2; B: -1; C: 1; D: 2; E: -1; F: 0; G: 0; H: -2; I: 1.9; J: -3

Sorted by length of the SMILES (highest first): part of the list above.
Assay codes: A = mABHD4 FP; B = SMARCA2 act; C = rCAG binder; D = GC-B act; E = GC-A act; F = NR1D1 modulator; G = ARFGAP1 inh; H = HTRA1 inhibitor; I = PG9 binder; J = ASAP1 GAP inh
> CCOC(=O)C1=CN(Cc2ccc(OC)cc2)C=C(C(=O)OCC)C1c1cccs1
  A: -15; B: -2; C: -1; D: -6; E: -29; F: 2; G: 0; H: -28; I: -2.5; J: -7

> COc1ccc(N2CCN(C(=O)CNC(=O)c3ccco3)CC2)cc1
  A: -5; B: -3; C: 0; D: 0; E: -1; F: 6; G: -11; H: 2; I: -5.4; J: -11

> O=c1[nH][nH]c(=O)c2nc(Nc3ccccc3)ncc12
  A: 1; B: -2; C: 3; D: -2; E: -3; F: -6; G: 5; H: 4; I: -0.9; J: 2

Later entries:
Assay codes: A = mABHD4 FP; B = SMARCA2 act; C = rCAG binder; D = GC-B act; E = GC-A act; F = NR1D1 modulator; G = ARFGAP1 inh; H = HTRA1 inhibitor; I = PG9 binder; J = ASAP1 GAP inh
> CCCCc1ccc(-c2csc(/C(C#N)=C/c3ccco3)n2)cc1
  A: -14; B: -1; C: 6; D: 2; E: 2; F: 8; G: 7; H: -11; I: 0.0; J: -4

> NC(=O)COC(=O)c1ccc2noc(-c3ccccc3)c2c1
  A: 7; B: 1; C: 12; D: -1; E: -2; F: -2; G: 4; H: 5; I: -1.9; J: -9

> CC(=O)OC[C@@H]1CN(Cc2ccccc2)C[C@H](n2cnc3c(N4CCCC4)ncnc32)O1
  A: 0; B: 2; C: 4; D: 8; E: 1; F: 11; G: 3; H: x; I: 0.6; J: -3

> Cc1nnc(Oc2ccccc2)c2ccccc12
  A: -3; B: 3; C: -2; D: 10; E: 3; F: -1; G: -9; H: 1; I: -0.9; J: -10

> CCn1c(=O)c(-[n+]2ccccc2)c(O)c2ccccc21
  A: 1; B: -3; C: -2; D: 4; E: 2; F: 0; G: -8; H: 0; I: 0.5; J: -4

> N#CC(C#N)=Cc1cc2ccccc2nc1N1CCOCC1
  A: 0; B: -3; C: 2; D: 1; E: 4; F: 4; G: 10; H: 5; I: 2.0; J: 2

> O=S(=O)(c1ccc(NC(=S)N/N=C/c2cccc(Oc3ccccc3)c2)cc1)N1CCOCC1
  A: 2; B: -2; C: 10; D: -5; E: 0; F: 1; G: 1; H: -13; I: -1.2; J: 22

> C=CCN=C1CC(C)(C)CC(=O)/C1=C(/O)CCC(=O)OC
  A: 11; B: -3; C: -4; D: 1; E: 2; F: -1; G: 11; H: 16; I: -0.2; J: 6

> CCc1ccc(N2C(=O)CC(N3CCN(c4ccccn4)CC3)C2=O)cc1 (configuration not stated)
  A: 0; B: 0; C: -8; D: 2; E: -8; F: -3; G: 2; H: 9; I: 0.2; J: 0

> CCS(=O)(=O)N1CCCC(C(=O)NC2CCCC2)C1 (configuration not stated)
  A: 6; B: 0; C: 0; D: 2; E: 10; F: -3; G: -4; H: -5; I: 0.9; J: -2

Complete entries, quoted from the list. Order of screens: mABHD4 FP, SMARCA2 act, rCAG binder, GC-B act, GC-A act, NR1D1 modulator, ARFGAP1 inh, HTRA1 inhibitor, PG9 binder, ASAP1 GAP inh
Entry for `N#CC(C#N)=Cc1cc2ccccc2nc1N1CCOCC1` = 0, -3, 2, 1, 4, 4, 10, 5, 2.0, 2
Entry for `CCS(=O)(=O)N1CCCC(C(=O)NC2CCCC2)C1` (configuration not stated) = 6, 0, 0, 2, 10, -3, -4, -5, 0.9, -2
Entry for `C=CCN=C1CC(C)(C)CC(=O)/C1=C(/O)CCC(=O)OC` = 11, -3, -4, 1, 2, -1, 11, 16, -0.2, 6

The list continues.
Assay codes: A = mABHD4 FP; B = SMARCA2 act; C = rCAG binder; D = GC-B act; E = GC-A act; F = NR1D1 modulator; G = ARFGAP1 inh; H = HTRA1 inhibitor; I = PG9 binder; J = ASAP1 GAP inh
> CCNc1oc(-c2cccc3ccccc23)nc1C#N
  A: 1; B: 2; C: 8; D: -1; E: 13; F: -12; G: -1; H: -3; I: 5.6; J: -6

> CCN(Cc1nc2ccccc2c(=O)[nH]1)C(=O)COc1ccccc1-c1ccccc1
  A: -12; B: -3; C: 1; D: -9; E: -5; F: 0; G: 0; H: -9; I: -0.8; J: 10

> CCOC1=C2CN(S(=O)(=O)c3ccc(C)cc3)[C@H](c3cccs3)C[C@H]2n2c(=O)n(-c3ccccc3)c(=O)n2C1
  A: -13; B: -5; C: 12; D: -3; E: 1; F: -8; G: 13; H: x; I: 0.1; J: 16

> COC(=O)[C@]12C[C@H](CC(=O)NCc3ccc(OC)c(OC)c3)C(=O)N(Cc3ccccc3)C1=C[C@H](C(C)(C)C)O[C@@H]2C
  A: 1; B: -3; C: 1; D: -11; E: -10; F: -2; G: -7; H: x; I: -0.5; J: -1

> NC(=O)Cn1c(=O)n(CCCC(=O)NC2CCN(Cc3ccccc3)CC2)c(=O)c2ccccc21
  A: 1; B: 1; C: -6; D: -2; E: 3; F: -3; G: -6; H: 3; I: -3.5; J: -2
